Screening data (PubChem)
PglD inh: PglD (C. jejuni) enzyme inhibition | purified PglD enzyme, DTNB colorimetric CoA detection | inhibition, % at 12.5 µM | actives 0.098% (n = 360,000) | AID 602405; in the data active means inhibition above about 16%, passing the limit was not always enough; inconclusive means no clear call, values can overlap the other calls; further: strong numbers were not always called active
RAD52 anneal inh: blocks human RAD52 DNA annealing | P43351 | recombinant RAD52 DNA annealing, FRET fluorescence | inhibition, % at 18.7 µM | actives 0.46% (n = 360,000) | AID 651710;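 active means every replicate showing at least 50% inhibition; inconclusive means mean inhibition at least 50% but not in every replicate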
Target sequence (P43351 whole entry, looked up): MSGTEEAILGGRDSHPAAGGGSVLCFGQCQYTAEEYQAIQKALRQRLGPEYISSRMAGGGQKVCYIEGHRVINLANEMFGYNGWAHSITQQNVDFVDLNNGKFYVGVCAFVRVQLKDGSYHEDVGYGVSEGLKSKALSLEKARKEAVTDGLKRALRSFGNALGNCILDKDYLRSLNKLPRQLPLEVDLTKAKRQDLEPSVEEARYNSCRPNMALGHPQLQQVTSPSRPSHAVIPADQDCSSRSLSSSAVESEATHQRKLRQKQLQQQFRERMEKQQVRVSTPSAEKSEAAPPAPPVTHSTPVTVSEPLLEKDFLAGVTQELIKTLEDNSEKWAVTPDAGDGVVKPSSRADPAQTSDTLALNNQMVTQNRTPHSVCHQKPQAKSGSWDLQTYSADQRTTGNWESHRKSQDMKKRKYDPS
ARNT TACC3 PPI: disruptors of human ARNT/TACC3 interaction | AlphaScreen His-ARNT PAS-B/GST-TACC3 binding, luminescence; TACC3 fragment carries E629A point mutation | inhibition, % at 9.99 µM | actives 0.66% (n = 390,000) | AID 623870;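 active means mean inhibition of replicates at least 50% and at least half of replicates each reaching 50%; inconclusive means half or more replicates reach 50% but mean below 50%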;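 further: 0% = complete ARNT plus TACC3 wells and 100% = ARNT alone without TACC3; many hits fall short of the cut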
CASP6 VEID inh: blocks human caspase-6 cleavage activity. P55212. purified caspase-6, Z-VEID-R110 cleavage fluorescence. inhibition, % at 12.5 µM. actives 0.53% (n = 350,000);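 active means mean inhibition across replicates at least about 35%, with every replicate also reaching that limit, limit read from the data; inconclusive means only one of the two criteria met; inactive means neither criterion met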;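 further: 0% = median of neutral control wells and 100% = no fluorescence left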
ERp5 block: blocks human ERp5 reductase activity on insulin. AID 651711. ERp5 insulin aggregation, absorbance 650 nm, 90 min. actives 0.05% (n = 350,000). inhibition, % at 9.99 µM. Q15084;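 active means mean replicate inhibition above about 25%, with every replicate also reaching it, limit read from the data, passing the limit was not always enough; inconclusive means only one of those two criteria met; inactive means neither criterion met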
esBAF inh: blocks esBAF chromatin remodeling in mouse ES cells | reporter increase, % at 12.5 µM | actives 2% (n = 350,000) | Bmi1-luciferase knock-in reporter, 24 h; 100% = twice the neutral-well signal; in the data active means activation above about 40%; inconclusive means no clear call, values can overlap the other calls;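 further: 0% = median of the plate's neutral control wells and 100% = double that signal; a rise in the Bmi1 reporter signal indicates esBAF inhibition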
E-selectin induc: E-selectin induction on HUVECs. HUVEC E-selectin immunofluorescence imaging; normalized: neutral wells 0, TNF-alpha wells 100. P16581. activation, % at 7.58 µM. actives 0.37% (n = 260,000). AID 686992;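 active means mean E-selectin-positive cell signal at least 10% of the positive control, reached in at least 60% of replicates, without over 20% cell loss; inconclusive means no rule given, readout overlaps actives, possibly toxicity-flagged; inactive means the rest, including those meeting only one limit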;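 further: in these data hits start at about 27%; measured in HUVEC primary endothelial cells; signal is the percent of cells scored E-selectin positive by PE staining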
Target sequence (P16581 whole entry, looked up): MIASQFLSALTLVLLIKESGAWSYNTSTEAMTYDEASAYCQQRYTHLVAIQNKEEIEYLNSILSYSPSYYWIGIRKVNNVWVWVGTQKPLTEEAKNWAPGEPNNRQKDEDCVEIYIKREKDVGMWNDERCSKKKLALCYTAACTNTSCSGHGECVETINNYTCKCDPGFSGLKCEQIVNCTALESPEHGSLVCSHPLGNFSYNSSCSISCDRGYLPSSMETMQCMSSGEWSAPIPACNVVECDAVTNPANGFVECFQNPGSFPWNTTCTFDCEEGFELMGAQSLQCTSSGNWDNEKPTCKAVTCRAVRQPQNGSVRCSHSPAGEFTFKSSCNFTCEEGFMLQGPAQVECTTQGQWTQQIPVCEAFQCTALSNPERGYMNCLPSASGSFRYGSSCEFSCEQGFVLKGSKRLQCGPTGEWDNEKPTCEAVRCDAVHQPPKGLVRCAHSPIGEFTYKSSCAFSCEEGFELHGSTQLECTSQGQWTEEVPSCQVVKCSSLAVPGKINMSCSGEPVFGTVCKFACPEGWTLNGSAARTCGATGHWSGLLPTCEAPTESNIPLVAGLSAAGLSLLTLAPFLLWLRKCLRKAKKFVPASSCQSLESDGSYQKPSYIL
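assay system = HUVEC, human umbilical vein endothelial cells | input = 3,000 HUVEC seeded per well | medium = EGM-2 growth medium on 0.1% gelatin-coated wells | dosing = one compound dose added by pin transfer | signal = immunofluorescence imaging | read-out basis = % PE-positive cells | control set = TNF-alpha, DMSO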
RAD54 branch: RAD54 (human) branch migration inhibition. Q92698. RAD54 Holliday junction branch migration, FAM/BHQ fluorescence. inhibition, % at 10.4 µM. actives 0.14% (n = 360,000). AID 602329;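 active means mean normalized replicate activity at least 40 and at least half of replicates scoring 40 or more; inconclusive means only one of the two criteria met; inactive means mean below 40 and under half of replicates reaching 40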;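 further: 0% = median of neutral control wells and 100% = median of positive control wells; inhibitors cause a drop in the FAM fluorescence signal; in these data hits start at about 50%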
The depositor's hits bear a star; u = inconclusive; x = not tested or not shown. Rows are unselected, and some 3.2% of all compounds hit somewhere here.

SMILES | PglD inh | RAD52 anneal inh | ARNT TACC3 PPI | CASP6 VEID inh | ERp5 block | esBAF inh | E-selectin induc | RAD54 branch
CO[C@@H]1CN(C)C(=O)c2cc(NC(=O)C3CCC3)ccc2OC[C@@H](C)NC[C@@H]1C | -0.4 | -6.8 | -1.3 | 0.8 | 3.2 | -6.6 | -0.1 | 9.3
CC1=CC(C)(C)N=C(NC#N)N1 | 0.5 | x | 0.6 | x | x | -1.7 | x | -7.9
CC1(C(=O)N2CCN(Cc3ccccc3Cl)CC2)CC1(Cl)Cl (centres undefined) | 1.4 | -6.4 | -4.1 | -1.3 | 1.2 | u | x | 0.0
CC(=O)Nc1ccc(/C=N/NC(=S)NC(C)C)cc1 | x | -3.1 | 2.8 | -1.4 | -0.4 | x | -1.1 | x
CCOC(=O)N1CCN(C(=O)CN(C)S(=O)(=O)c2ccc(F)cc2)CC1 | -0.7 | -5.0 | 1.2 | -2.6 | -3.5 | 7.7 | x | -12.4
CCNS(=O)(=O)c1ccc(CCC(=O)N2CCN(c3cccc(Cl)c3)CC2)cc1 | -6.2 | 5.0 | -1.0 | 1.2 | -1.0 | -1.6 | x | 8.9
CCN(CC)C(=O)c1ccc(O)c(OC)c1 | 0.9 | 4.4 | -0.2 | 5.2 | 5.1 | -0.7 | 0.0 | 3.5
Cc1ccccc1S(=O)(=O)N1CC[C@H]2[C@@H](CO)N(C)c3ccc(Br)cc3[C@H]21 | 0.4 | x | x | x | x | -6.0 | 1.4 | -1.0
Cn1c(CCN2CCN(c3ccccn3)CC2)nc2cc(NC(=O)COc3ccc(Cl)cc3)ccc21 | 0.5 | -28.1 | -5.9 | -5.8 | 3.3 | -48.5 | x | -2.7
COc1ccc(Cl)cc1N(C)C(=O)CCNC(=O)Cn1cnc2ccccc2c1=O | 4.3 | x | -7.5 | x | x | -1.3 | x | -7.1
O=C(NCc1ccccc1)C12CC3CC(CC(C3)C1)C2 | 0.5 | x | -1.4 | x | x | -2.2 | x | -3.9
Cc1c(OCC(=O)N[C@@H](Cc2c[nH]c3ccccc23)C(=O)O)ccc2c1oc(=O)c1ccccc12 | 4.1 | 1.9 | 13.8 | -3.0 | 1.9 | 2.8 | x | 12.8
CCCCC1C(=O)NN(c2ccccc2)C1=O (centres undefined) | -4.3 | -11.0 | -1.2 | -0.1 | -0.2 | -3.6 | 0.1 | -1.8
CC(=O)N(c1ccc2oc(=O)sc2c1)S(=O)(=O)c1cccs1 | 0.5 | x | -9.4 | x | x | -8.4 | x | -7.0
N#Cc1ccccc1OCC(=O)OCC(=O)NC1CCCC1 | 0.0 | -6.3 | x | -0.7 | 4.1 | -2.1 | 0.6 | -1.4
COc1ccc(S(=O)(=O)Nc2ccc3c(c2)C(=O)N([C@@H](C)CO)C[C@H](C)[C@@H](CN(C)C(=O)Cc2ccccc2)OCCCC[C@@H](C)O3)cc1 | -0.6 | 2.3 | 8.1 | -0.9 | -1.2 | 0.9 | -0.2 | -4.0
COC(=O)[C@@H](Cc1ccccc1)NC(=O)NCCc1ccc(OC)c(OC)c1 | 10.8 | -17.6 | -0.4 | -4.2 | 5.4 | 1.0 | -0.1 | -2.4
O=C(NC1CCCCC1)N[C@@H]1C=C[C@H](CC(=O)N2CCOCC2)O[C@H]1CO | 0.1 | 13.7 | x | -6.7 | -4.1 | -8.1 | -0.1 | 3.7
COc1ccc(CCNC(=O)C2CCCN(c3nc4ccccc4s3)C2)cc1OC (centres undefined) | -0.8 | -24.1 | x | x | 5.7 | 4.9 | x | -10.3
CC1(C)OC(=O)C(=CNn2cnc3ccccc3c2=O)C(=O)O1 | 7.9 | x | -34.3 | x | x | 9.7 | x | 11.7
CS(=O)(=O)c1ccc(NCCN2CCOCC2)c([N+](=O)[O-])c1 | -3.1 | -12.5 | -0.2 | -3.7 | 2.4 | 0.1 | 0.2 | -0.6
COc1ccc(C2C(C#N)=C(N)Oc3cc(O)ccc32)cc1 (centres undefined) | -3.6 | -16.7 | -3.1 | 0.3 | -2.1 | 2.3 | x | 2.4
CC(=O)Oc1ccc(CCC(C)OC(C)=O)cc1 (centres undefined) | 2.7 | 2.2 | -5.0 | -0.6 | -3.1 | -1.3 | x | -0.7
COc1cc(OC)cc(C(=O)NNC(=O)CCC(=O)c2cc(C)sc2C)c1 | 3.6 | -31.5 | -1.0 | 0.2 | 1.7 | -2.3 | 5.1 | -0.4
COc1cccc(-c2cnc3c(c2)C(=O)N([C@H](C)CO)C[C@H](C)[C@H](CN(C)Cc2cccc(C)c2)O3)c1 | 2.8 | 19.7 | 10.8 | -2.8 | 0.1 | -4.3 | 0.7 | 1.1
NC(=O)c1ccc(/C(N)=N/S(=O)(=O)c2cc(C(F)(F)F)cc(C(F)(F)F)c2)cc1 | 2.0 | -18.0 | x | -1.1 | 7.5 | x | 4.0 | -0.4
C[C@H](NC(=O)C[C@@H]1CC[C@H]2[C@@H](COC[C@@H](O)CN2Cc2ccc(C(F)(F)F)cc2)O1)c1ccccc1 | 1.3 | 8.4 | 2.6 | -0.6 | -1.8 | -3.7 | -0.2 | 5.0
COc1ccc(OC(=O)N2CCOCC2)cc1 | 0.0 | -14.3 | 1.5 | -1.1 | 0.6 | 5.3 | x | 0.5
COc1cccc(S(=O)(=O)N(C)C[C@H]2Oc3ncc(-c4cccc(C(=O)N(C)C)c4)cc3C(=O)N([C@@H](C)CO)C[C@H]2C)c1 | -2.6 | 4.3 | -9.3 | -0.8 | 1.6 | -2.6 | -0.3 | 2.1
COc1ccc(Oc2ccc(C(F)(F)F)cc2NC(=O)c2ccc(C)cc2)cc1 | -7.3 | -7.3 | -2.5 | 1.5 | 2.1 | x | x | 3.8
CCOc1ccc(CCNC(=O)Cn2nc(C)n3cccc3c2=O)cc1OCC | -1.5 | x | 5.2 | x | x | -1.5 | x | -2.4
O=C(Cc1cccnc1)N1CC(=O)N2[C@@H](CO)[C@H](c3ccc(C#CC4CC4)cc3)[C@@H]2C1 | x | 1.2 | x | 1.8 | 1.8 | x | 0.0 | x
CC(=O)Oc1ccc2occ(C(=O)c3cccs3)c2c1 | -3.8 | x | 1.1 | x | x | 60.2* | x | -4.0
Cc1cccc(OCc2nnc(SCC(=O)Nc3sc(C)c(C)c3C#N)n2C)c1 | 2.6 | x | -6.0 | x | x | -8.2 | x | -3.1
COc1ccc(CN(C)C[C@@H]2OCCCC[C@@H](C)Oc3ccc(NC(=O)Nc4cccc5ccccc45)cc3C(=O)N([C@@H](C)CO)C[C@H]2C)cc1 | -2.0 | -10.4 | 26.1 | 0.6 | 0.0 | 0.2 | -0.1 | -0.3
Cc1ccc(C)c(OCCC(=O)NCCc2ccc(Cl)cc2)c1 | 4.2 | -8.0 | -5.6 | 1.9 | -3.2 | -0.3 | 0.1 | -2.1
CCCN1CCc2c(sc(NC(=O)Cc3ccc(F)cc3)c2C(N)=O)C1 | 4.7 | -1.3 | 1.5 | -3.3 | 5.1 | -26.8 | x | 12.8
Cc1nc(C)c(-c2ccc(SCC(=O)Nc3cccc(Cl)c3)nn2)s1 | -1.1 | -25.2 | 0.8 | -1.5 | 3.7 | 8.3 | -0.1 | -5.4
Cc1ccc(CN2CCN(Cc3cccc4c3OCO4)CC2CCO)cc1 (centres undefined) | x | -10.1 | 7.9 | 0.1 | -4.0 | -2.1 | x | x
COc1cc(S(=O)(=O)NC2CCCC2)ccc1Cl | -3.2 | x | -6.9 | x | x | -3.9 | x | -5.8
CC1(C)CC(=O)C(CC(=O)N2CCC(Cc3ccccc3)CC2)C(=O)C1 | x | -12.6 | -6.3 | -3.8 | 3.8 | x | x | x
CC(C)CC#Cc1ccc([C@H]2[C@@H](CO)N3C(=O)CN(C(=O)Nc4cc(F)ccc4F)C[C@@H]23)cc1 | x | 13.1 | x | 3.7 | 1.1 | x | 1.3 | x
CCOc1ccc(/C=N/Nc2ccccn2)cc1 | x | 6.9 | 2.9 | -1.5 | 0.0 | x | 30.9* | x
CCC(=O)N1CC[C@@H]2[C@H]1c1cc(-c3cccc(F)c3)ccc1N(C)[C@H]2CO | 2.9 | x | 11.8 | x | x | -2.8 | 0.4 | -12.9
Cc1ccnc(NC(=O)CCc2c(C)nc3ncnn3c2C)c1 | -4.6 | x | 26.0 | x | x | -4.4 | x | -4.4
COc1cccc(C(=O)N[C@H](C(=O)N2CCC[C@H]2C(=O)NCCc2ccccc2Cl)C2CCCCC2)c1 | x | -6.1 | x | -1.8 | 7.2 | x | 0.0 | x
Cc1cc(C)n(CC(=O)NC2CCCc3c2cnn3-c2ccc(C)c(C)c2)n1 (centres undefined) | 3.3 | -3.5 | -1.8 | -0.3 | -0.6 | 59.1* | x | -1.9
COc1cc(C)c(N)cc1C(C)C | 5.8 | x | 2.4 | x | x | -7.5 | x | -2.0
CC(C)COc1cccc(C(=O)Nc2ccc(CN3CCOCC3)cc2)c1 | 1.0 | -4.6 | 16.9 | -3.7 | 3.7 | -0.4 | x | -1.7
CN(C)c1cccc(C(=O)NNC(=O)C23CC4CC(CC(C4)C2)C3)c1 | x | -8.7 | x | 2.2 | 7.3 | 20.0 | x | -1.4
New compounds follow:
SMILES | PglD inh | RAD52 anneal inh | ARNT TACC3 PPI | CASP6 VEID inh | ERp5 block | esBAF inh | E-selectin induc | RAD54 branch
C/C(=N\NC(=O)c1nonc1N)c1cccs1 | 1.6 | 9.7 | -3.0 | -1.4 | -2.0 | x | x | -3.8
C[C@@H]1CCCCO[C@H](CN(C)C)[C@@H](C)CN([C@H](C)CO)C(=O)c2cc(NC(=O)Nc3ccc(C(F)(F)F)cc3)ccc2O1 | 3.1 | 22.7 | 11.7 | -0.9 | -3.4 | -7.1 | 0.3 | -5.2
O=C(NCc1cccs1)C1CC(O)CN1C(=O)Nc1ccccc1 (centres undefined) | 1.1 | -12.0 | 3.1 | -4.6 | 3.8 | -2.4 | x | -4.1
CCc1cccc(CC)c1NC(=O)Cn1c(-c2ccc(F)cc2)noc1=O | x | -12.5 | -3.7 | 14.4 | -0.6 | x | 4.2 | x
CC(=O)c1ccc(Nc2cc(C)nc3ncnn23)cc1 | -0.5 | -8.3 | 12.8 | 0.0 | 3.0 | -6.7 | x | 2.3
COc1ccc(C2CCCCC2SCC(=O)O)cc1OC (centres undefined) | x | -13.4 | x | 2.0 | -5.4 | x | 4.4 | x
Cc1ccc(S(=O)(=O)N2CCN(C(=O)CSc3ccccn3)CC2)c(C)c1 | -0.6 | -3.0 | -2.0 | 0.8 | 2.6 | x | x | -7.4
O=C(c1ccncc1)N1CCN(S(=O)(=O)c2ccc3ccccc3c2)CC1 | -0.5 | -8.8 | 7.2 | 2.3 | -2.5 | -3.3 | -0.1 | 0.3
CC1(c2nnnn2-c2ccc3c(c2)OCCO3)CCC(=O)N1CCCN1CCOCC1 (centres undefined) | x | -15.6 | x | 3.9 | -1.0 | x | 7.2 | x
C[C@@H]1CN([C@@H](C)CO)C(=O)c2cc(NC(=O)CCCN(C)C)ccc2O[C@@H](C)CCCCO[C@H]1CN(C)S(=O)(=O)c1ccccc1 | 0.5 | 14.9 | 2.2 | 0.2 | -0.6 | 3.4 | -0.1 | -4.4
COC(=O)C1=C(C)NC(=O)/C1=C\c1cc(C)n(-c2ccccc2C)c1C | -3.9 | x | 17.3 | x | x | -1.6 | x | -19.2
